Assay outcomes: PubChem BioAssay, National Center for Advancing Translational Sciences (NCATS)
Rab9 prom act = qHTS Assay for Rab9 Promoter Activators; actives 2.8% (n = 320,000); Huh7 Rab9 promoter-luciferase reporter, luminescence, 24 h; AID 485297, 2010; Potency, µM (doses to about 9.22 µM), for the others: at the highest dose activation, negative = inhibition, actives largely listed as activators; note: potency is the fitted concentration of half-maximal effect; % of control where 0% means no effect; nearly all actives have a fitted effect of over 60% in size
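Huh7 reporter line, Rab9 promoter upstream of luciferase. Compound exposure 24 h at 37 °C in reduced-serum medium with 10% FBS. Read-out: luminescence.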
RORgamma inh = qHTS for inhibitors of ROR gamma transcriptional activity. Potency, µM (series often up to 53.6 µM), inactives show at the top dose activity change, negative = inhibition, most hits filed as inhibitors. Nuclear receptor ROR-gamma (Mus musculus), P51450. Drosophila S2 Gal4-RORgamma UAS-luciferase reporter, 20 h. actives 5.4% (n = 310,000); note: potency is the fitted concentration of half-maximal effect; % is set by controls: 0 for no effect and ±100 for the full control effect; nearly all actives have a fitted effect of over 60% in size
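In this cell-based reporter format, copper sulfate (700 uM final) drives Gal4–ROR gamma fusion expression from a metallothionein promoter in Drosophila Schneider cells; compounds preincubated 1 hr, reporter read after 20 hr at ambient temperature.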
MBNL1 CUG block = qHTS Assay for Inhibitors of MBNL1-poly(CUG) RNA binding; Muscleblind-like protein 1 (Homo sapiens), Q9NR56; TR-FRET MBNL1-His/biotin-(CUG)12 binding, 665/545 ratio; Potency, µM (top dose mostly 57.5 µM), without a hit: top-dose activity change, negative = inhibition, hits mostly inhibitors; actives 0.036% (n = 280,000); active = well fitted inhibition curve with a large enough effect in the signal ratio, with a control signal flat, not every such curve was filed as active; inconclusive = small, poorly fitted or top-dose-only effect, or effect the other way, or a change in a side signal; inactive = no such curve, though single readings can be large or run the other way; the % refers to the signal ratio; note: potency is the fitted concentration of half-maximal effect; % is set by controls: 0 for no effect and ±100 for the full control effect
Target sequence (Q9NR56 whole entry, looked up): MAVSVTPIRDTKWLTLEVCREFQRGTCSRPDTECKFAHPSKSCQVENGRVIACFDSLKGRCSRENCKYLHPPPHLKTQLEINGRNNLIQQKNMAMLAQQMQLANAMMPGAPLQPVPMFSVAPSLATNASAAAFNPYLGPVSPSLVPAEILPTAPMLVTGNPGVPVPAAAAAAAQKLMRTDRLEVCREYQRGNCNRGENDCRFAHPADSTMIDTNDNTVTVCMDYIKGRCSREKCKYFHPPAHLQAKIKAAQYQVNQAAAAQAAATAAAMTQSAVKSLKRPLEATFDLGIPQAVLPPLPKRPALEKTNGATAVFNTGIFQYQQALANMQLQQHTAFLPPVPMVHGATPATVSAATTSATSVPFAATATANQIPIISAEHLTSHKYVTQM
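Inhibition of protein-RNA binding appears as loss of TR-FRET between terbium anti-His antibody on MBNL1-His and streptavidin-XL665 on biotin-(CUG)12. Activity is normalized to buffer-only and uninhibited-complex controls.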
Gal4-VP16 FLuc = VP16 counterscreen qHTS for inhibitors of ROR gamma transcriptional activity; Drosophila S2 Gal4-VP16 UAS-luciferase, luminescence, 20 h; Potency, µM (titrated, usually from 53.6 µM), for inactives: at the top dose activity, negative = inhibition, hits mostly inhibitors; actives 3.5% (n = 310,000);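 note: Gal4-VP16 expression switched on by copper sulfate through the metallothionein promoter; potency is the fitted concentration of half-maximal effect; % is set by controls: 0 for no effect and ±100 for the full control effect; nearly all actives have a fitted effect of over 50% in size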
KCNH2 3.1 inh = qHTS for Inhibitors of KCHN2 3.1: Mutant qHTS. actives 0.95% (n = 340,000). U2OS KCNH2 3.1, thallium flux FluxOr; active compounds read low. activity change, % (tested at about 1.8 µM). AID 720553, 2013;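 active = maximum activity change below -70%; inconclusive = maximum activity change from -70% to -50%; inactive = maximum activity change above -50%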;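 note: thallium influx rate constant from kinetic fluorescence after stimulation buffer; % is set by controls: 0 for no effect and ±100 for the full control effect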
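Normalized rate constant (relative to positive and negative DMSO controls) derived from a 2 min kinetic fluorescence read after stimulation; U2OS cells expressing the 3.1 isoform via virus at 1.77 x 10^8 /mL.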
ELG1 repair inh = qHTS screen for small molecules that inhibit ELG1-dependent DNA repair in human embryonic kidney (HEK293T) cells expressing luciferase-tagged ELG1; HEK293T ELG1-luciferase reporter, luminescence, 16 h; DNA damage induced by 5-fluorouridine; Potency, µM (highest dose often 46.1 µM), without a hit: at the highest dose activity change, negative = inhibition, hits mostly inhibitors; actives 2.3% (n = 330,000); note: potency is the fitted concentration of half-maximal effect; % is set by controls: 0 for no effect and ±100 for the full control effect; nearly all actives have a fitted effect of over 55% in size
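Cells (2,000 per well) received 5-fluorouridine plus test compound or DMSO and were incubated 16 hr at 37 °C, 5% CO2. Luciferase activity was read by luminescence 30 min after ONE-Glo addition; signal suppression marked inhibition of damage-induced ELG1 function.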
FLuc counter = qHTS profiling assay for firefly luciferase inhibitor/activator using purifed enzyme and Km concentrations of substrates (counterscreen for miR-21 project); Luciferin 4-monooxygenase (Photinus pyralis), P08659; purified FLuc, Km substrates, luminescence inhibition; Potency, µM (series often up to 57.5 µM), without a hit: top-dose activity change, negative = inhibition, actives largely listed as inhibitors; actives 6.9% (n = 360,000); AID 588342, 2011;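 note: potency is the fitted concentration of half-maximal effect; plate controls were vehicle for no effect and reference inhibitor for full effect; nearly all actives have a fitted effect of over 55% in size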
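Purified P. pyralis luciferase, 10 nM final, with Km-level 10 uM D-luciferin and 10 uM ATP in 50 mM Tris acetate pH 7.5, 10 mM Mg acetate, 0.01% Tween-20, 0.05% BSA; 6-point qHTS titration about 60 µM downward; luminescence read.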
PKM2 activator = qHTS Assay for Activators of Human Muscle isoform 2 Pyruvate Kinase; Pyruvate kinase PKM (Homo sapiens), P14618; purified PKM2, Kinase-Glo ATP luminescence, activation; response scale: 0% is enzyme alone, no compound; Potency, µM (highest dose often 57.5 µM), for the others: top-dose activation, hits mostly activators; actives 0.34% (n = 260,000); note: potency is the fitted concentration of half-maximal effect; % is set by controls: 0 for no effect and ±100 for the full control effect; nearly all actives have a fitted effect of over 55% in size
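Purified hPK-M2 (>95%) run at intermediate activity with 0.1 mM ADP and 0.5 mM PEP in 50 mM imidazole pH 7.2, KCl, MgCl2; 1 h room temperature. ATP formed read by Kinase-Glo luminescence; normalized to uninhibited and no-enzyme controls.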
Mito fusion act = qHTS Assay for Small Molecule Inhibitors of Mitochondrial Division or Activators of Mitochondrial Fusion. AID 485298, 2010. actives 0.23% (n = 320,000). Potency, µM (doses to about 46.1 µM), without a hit: at the top dose growth rescue (activation), actives largely listed as activators. S. cerevisiae fusion-defective mutant growth rescue, CellTiterGlo 48 h;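 note: potency is the fitted concentration of half-maximal effect; % of control where 0% means no effect; nearly all actives have a fitted effect of over 45% in size; temperature-sensitive fusion mutants such as fzo1-1 at 37 °C on non-fermentable ethanol glycerol medium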
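Read-out: ATP-based luminescence (CellTiterGlo, 10 min ambient) reporting growth of fusion-defective ts yeast after 48 hours at 37C on glycerol/ethanol YPEG medium in the presence of compound.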
Menin MLL FP TR = qHTS Assay for Inhibitors Targeting the Menin-MLL Interaction in MLL Related Leukemias: Competition With Texas Red Labeled MLL-derived Mutant Peptide | actives 0.23% (n = 270,000) | AID 1768, 2009 | Menin + Texas Red MLL mutant peptide, fluorescence polarization | O00255 | Potency, µM (highest dose often 61.6 µM), for the others: at the highest dose FP activity change, negative = inhibition, actives largely listed as inhibitors; active = well fitted inhibition curve with a large enough effect in the polarisation, with a control signal flat, not every such curve was filed as active; inconclusive = small, poorly fitted or top-dose-only effect, or effect the other way, or a change in a side signal; inactive = no such curve, though single readings can be large or run the other way; the % refers to the polarisation; note: potency is the fitted concentration of half-maximal effect; % of control where 0% means no effect; many of its hits are not listed in these tables
Target sequence (O00255 whole entry, looked up): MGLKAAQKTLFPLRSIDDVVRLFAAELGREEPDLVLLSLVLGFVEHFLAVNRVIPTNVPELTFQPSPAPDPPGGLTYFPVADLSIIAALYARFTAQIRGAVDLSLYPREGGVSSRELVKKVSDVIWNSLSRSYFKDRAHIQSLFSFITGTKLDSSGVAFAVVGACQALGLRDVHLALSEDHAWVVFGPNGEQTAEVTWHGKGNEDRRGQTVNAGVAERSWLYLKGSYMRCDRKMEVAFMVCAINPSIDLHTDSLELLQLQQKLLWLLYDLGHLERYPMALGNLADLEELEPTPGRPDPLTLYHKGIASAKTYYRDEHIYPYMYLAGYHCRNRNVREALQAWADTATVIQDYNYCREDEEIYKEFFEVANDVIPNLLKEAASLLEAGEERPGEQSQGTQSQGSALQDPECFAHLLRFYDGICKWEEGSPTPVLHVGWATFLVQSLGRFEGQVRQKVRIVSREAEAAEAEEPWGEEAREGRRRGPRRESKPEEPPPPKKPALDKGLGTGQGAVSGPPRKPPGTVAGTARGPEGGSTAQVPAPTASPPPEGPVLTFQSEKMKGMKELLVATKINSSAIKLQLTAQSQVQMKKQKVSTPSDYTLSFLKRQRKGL
NPC1 promoter act = qHTS Assay for NPC1 Promoter Activators | Huh7 NPC1 promoter luciferase reporter, 24 h | Potency, µM (doses to about 9.22 µM), for the others: at the top dose activation, usual class: activators | actives 2.4% (n = 320,000) | AID 485313, 2010;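 note: potency is the fitted concentration of half-maximal effect; % of control where 0% means no effect; nearly all actives have a fitted effect of over 60% in size; reporter is driven by a mutant NPC1 promoter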
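In 1536-well qHTS, Huh7 cells harboring an NPC1 promoter–luciferase construct received compound for 24 h; activation was quantified by luminescence following luciferase reagent addition.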
* marks the source's active call; other numbers are inactive results; u = inconclusive; x = no result given; & = joins results of further samples; [ ] = dose if it differs, or a comment. Unless noted, calls come from the whole dose curve; as a rule, active = well fitted curve in the direction sought with a large enough effect; inconclusive = small, poorly fitted or top-dose-only effect, or another doubt; inactive = no such curve, though single readings can be large; an effect the other way counts as inactive or inconclusive. Not all compounds are listed (hit frequency here may not be typical).

SMILES	Rab9 prom act	RORgamma inh	MBNL1 CUG block	Gal4-VP16 FLuc	KCNH2 3.1 inh	ELG1 repair inh	FLuc counter	PKM2 activator	Mito fusion act	Menin MLL FP TR	NPC1 promoter act
CCCCCCCCCc1nc2sc3c(c2c(=O)n1NC(=O)c1ccccc1[N+](=O)[O-])CC(C)(C)OC3	-10%	4%	20%	-14%	-19	u	4%	6%	-18%	-4%	-1%
O=[N+]([O-])c1cccc(-c2ccc(SCc3cccnc3)nn2)c1	u	u	u	2%	7	17%	u	7%	3%	-7%	7%
COCCNc1nc2ccccc2n2cnnc12	-5%	-1%	11%	-1%	3	6%	2%	x	-6%	3%	0%
CC1=C(C(N)=O)C(c2cccs2)NC(=O)N1 (stereo unspecified)	-2%	-3%	6%	3%	50	8%	0%	0%	-3%	x	3%
Cc1nc(-c2ccc(-c3ccon3)s2)no1	29%	30%	u	-7%	-1	u	u	-1%	-4%	x	20%
O=C(C/C=N\OCc1ccc([N+](=O)[O-])cc1)Nc1ccc(Cl)cc1	11%	20%	x	-5%	-23	19%	-11%	-9%	0%	u	-8%
Cc1cc(Br)ccc1NC(=O)CNC(=O)c1cnn(C)c1	-4%	x	x	x	-1	29%	-2%	x	-3%	x	-2%
Cc1c(C=O)c2ccccn2c1C(=O)c1ccccc1Cl	1%[1.84 µM]	8%	9%	-5%	-5	u	-6%	x	9%	u	-5%
COc1ccc(-n2nc3c(c2NC(=O)c2c(-c4ccccc4Cl)noc2C)CS(=O)(=O)C3)cc1	-10%	-18%	-5%	2%[0.365 µM]	12	0%	3%	-7%	-2%	-10%	-1%
CC(=O)N1CCN(C(=O)c2cc(S(=O)(=O)Nc3ccc(S(C)(=O)=O)cc3)ccc2Cl)CC1	-4%	-3%	-12%	-3%	1	10%	-5%	-11%	21%	6%	-1%
COc1ccc2c3c(c(=O)oc2c1)C1O[C@](c2ccsc2)(Cc2ccccc21)O3	0%[1.84 µM]	19%[10 µM]	6%[11.5 µM]	-1%[10 µM]	x	x	-7%[11.5 µM]	3%[11.5 µM]	0%[9.22 µM]	14%[11.7 µM]	-1%[1.84 µM]
C=CCOC(=O)C1=C(C)NC(SCC(N)=O)=C(C#N)C1c1ccc(C)cc1 (stereo unspecified)	0%	-2%	x	-2%	0	18%	-1%	9%	3%	x	-3%
CCSc1nc(C)c(C(C)=O)cc1C#N	-1%	3%	5%	13%	5	12%	-2%	-1%	20%	0%	-3%
Cc1ccc(-c2csc(C3C(N)=NC(S)=C(C#N)C34CCCCC4)n2)cc1 (stereo unspecified)	-3%	5µM*	6%	u	-6	4%	0%	2%	9%	x	-3%
O=C(Oc1cccc(NC(=O)c2ccco2)c1)c1ccc(Br)c(S(=O)(=O)N2CCCCC2)c1	1%	13%	-6%	4%	-34	18%	-1%	-8%	8%	x	5%
COc1ccc(/C(N)=N/OC(=O)c2ccc(C)c([N+](=O)[O-])c2)cc1OC	14%	-13%	2%	-1%	-1	u	u	-2%	-3%	-1%	10%
Cc1onc(-c2ccccc2Cl)c1C(=O)N1CCN(c2ncccn2)CC1	0%	-14%	1%	15%	-4	7%	0%	1%	-8%	2%	-3%
O=C1c2ccccc2-c2ccc(C(=O)N3CCOCC3)cc21	-4%	u	u	2%	4	8%	-13%	-3%	-17%	12%	3%
CCOC(=O)Cn1c(N2CCOCC2)nc2c1c(=O)[nH]c(=O)n2C	-1%	-14%	-3%	-1%	10	3%	9%	1%	-8%	7%	0%
C=CCn1c(SC(C)C(=O)NCc2ccc3c(c2)OCO3)nnc1C1CCCCC1 (stereo unspecified)	2%	28%	-13%	-22%	0	u	1%	-8%	4%	-24%	6%
Cn1ccc2cc(-c3ccc4ncnc(NCc5cccs5)c4c3)ccc21	0%	x	x	x	x	u	u	x	-12%	x	-6%
Cc1ccc(CN2CCCN(Cc3c(C)cc(C)cc3C)S2(=O)=O)cc1	-5%	-9%	3%	4%	6	-19%	3%&-2%	x	-9%	-4%	0%
Cc1ccc(/C=N/N=C2/NC(=O)C(CC(=O)Nc3ccc(Cl)cc3)S2)o1 (stereo unspecified)	0%	11µM*	u	u	0	9%	0%	-1%	-18%	u	0%
CS(=O)(=O)N(CC(=O)NCCc1ccccc1)C1CCCCC1	-14%	-3%	3%	-1%	12	-1%	0%	-7%	-2%	-9%	-2%
CCC(C)(C)n1nnnc1C(c1cccs1)N1CCN(Cc2ccccc2)CC1 (stereo unspecified)	4%	-12%	-2%	-1%	7	-4%	-1%	5%	17%	1%	-4%
Next part:
SMILES	Rab9 prom act	RORgamma inh	MBNL1 CUG block	Gal4-VP16 FLuc	KCNH2 3.1 inh	ELG1 repair inh	FLuc counter	PKM2 activator	Mito fusion act	Menin MLL FP TR	NPC1 promoter act
Cc1ccc(S(=O)(=O)NNC(=O)c2ccccc2O)cc1	-4%	11µM*	1%	4%	18	-4%	4%	-1%	-7%	-1%	3%
Cc1ccc(-n2cc(C(C)(C)C)[nH]c2=S)cc1	20%	2.2µM*	-6%	6.3µM*	-6	u	u	4%	-10%	-4%	19%
O=C(N/N=C/c1ccc(-c2ccccc2[N+](=O)[O-])o1)c1cncc(Br)c1	10%	6.3µM*	u	5µM*	-3	u	-15%	9%	-2%	21%	2%
CCCOc1cccc(C2C(C(=O)c3cc4ccccc4o3)=C(O)C(=O)N2c2cc(C)on2)c1 (stereo unspecified)	3%	u	26%	u	5	-4%	5%	x	3%	x	-1%
COC(=O)c1ccc(C(C(=O)NC2CCCCC2)N(Cc2ccc(F)cc2)C(=O)Cc2cccs2)cc1 (stereo unspecified)	-5%	32%	x	-4%	5	-6%	0%	-4%	1%	u	-6%
CC(C)CNC(=O)c1cc([N+](=O)[O-])ccc1N1CCCCC1	1%	5%	u	-3%	-22	-6%	2%	-4%	-1%	-7%	0%
Cc1cc(S(=O)(=O)N2CCN(c3ccccc3C)CC2)ccc1F	-9%	0%	-8%	2%	-28	-17%	-2%	2%	11%	-4%	-1%
CC(=O)c1cccc(CN2CCCC(CCC(=O)NCc3ccc(F)c(F)c3)C2)c1 (stereo unspecified)	-15%	4%	5%	-13%	1	12%	0%	-5%	-8%	-1%	-2%
O=C(O)c1cc(NS(=O)(=O)c2ccc(NC3CCCCC3)c([N+](=O)[O-])c2)cc(C(=O)O)c1	2%	-1%	u	7%	-4	8%	u	-16%	0%	u	-1%
O=C(Oc1ccc(F)cc1C(=O)/C=C/c1cccs1)c1cccc([N+](=O)[O-])c1	6%	u	u	-18%	-15	u	3%	7%	-5%	0%	-3%
CCNC(=S)/N=C(\N)Nc1nc(C)c2cc(C)ccc2n1	2.8µM*	-2%	-12%	-2%	2	u	6µM*	6%	6%	3%	3.5µM*
COc1ccc(CNC(=O)C2CCC(CNC(=O)[C@@H]3Cc4ccccc4CN3)CC2)cc1 (stereo partly specified)	-4%	u	0%	-10%	-18	u	2%	x	1%	x	0%
CCCN(CCC)CC(O)Cn1c2ccccc2c2ccccc21 (stereo unspecified)	0%	-35%	0%	-15%	16	5%	2%	-5%	-9%	-2%	0%
Cc1ccc(C(=O)OCC(=O)NC(=O)c2cccn2C)cc1	-3%	-9%	-12%	1%	-16	2%	-12%	-8%	1%	-5%	-4%
CCCCn1c(N)c(N(CCOC)C(=O)c2cc3c(s2)CCCCC3)c(=O)[nH]c1=O	-2%	x	x	x	1	22%	-14%	x	-1%	x	-2%
O=C1N(Cc2ccccc2)CCCC12CCCN(Cc1ccccc1)C2=O	11%	-1%	-2%	4%	-9	6%	6%	20%	0%	u	-1%
O=C(CNc1cc(S(=O)(=O)N2CCCC2)ccc1OCC(F)(F)F)Nc1ccc(SC(F)F)cc1	-20%	-5%	-14%	u	-39	u	6%	-3%	-4%	1%	-11%
O=C(NCc1ccccc1Cl)C1CCN(S(=O)(=O)c2ccc(N3CCCC3=O)cc2)CC1	-9%	-35%	0%	-20%	5	14%	1%	x	-2%	x	-2%
